Screening data as filed in PubChem BioAssay.
TbREL1 primary: TbREL1 inhibition, primary screen; P86926; TbREL1 RNA ligation, FRET fluorescence; inhibition, % at 9.66 µM; 89,000 compounds, 0.49% hits; AID 1117264;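 active means inhibition above the mean inhibition across all screened compounds plus 3 SD, cut at about 11% in these data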;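 further: 0% = plate median of test wells and 100% = NSC42067 control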
Target sequence (P86926 whole entry, looked up): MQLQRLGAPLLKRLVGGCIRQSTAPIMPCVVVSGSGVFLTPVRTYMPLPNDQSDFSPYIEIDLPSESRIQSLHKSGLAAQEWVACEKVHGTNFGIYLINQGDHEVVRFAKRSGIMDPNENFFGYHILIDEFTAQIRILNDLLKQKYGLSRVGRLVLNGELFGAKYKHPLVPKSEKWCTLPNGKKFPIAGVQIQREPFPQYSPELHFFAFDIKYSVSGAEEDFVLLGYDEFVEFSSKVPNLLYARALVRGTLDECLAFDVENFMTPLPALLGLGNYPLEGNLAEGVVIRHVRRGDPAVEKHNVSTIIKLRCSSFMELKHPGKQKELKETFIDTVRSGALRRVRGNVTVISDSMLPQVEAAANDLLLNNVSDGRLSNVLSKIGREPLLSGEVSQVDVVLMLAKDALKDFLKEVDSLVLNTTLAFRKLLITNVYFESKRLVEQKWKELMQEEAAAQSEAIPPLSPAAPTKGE
Numbers without * were called inactive. Only part of the results is shown. The share of hits here may be higher or lower than overall.

TbREL1 primary	Compound
-2	C=CCNC(=O)c1cccc2c1C(=O)c1ccc(N3CCOCC3)cc1S2(=O)=O
2	CC(C)c1nc(NCc2ccccc2)c(C#N)c2c1CCCC2
-4	CCN(CC(=O)Nc1cc(Cl)ccc1C)C(=O)c1oc2ccc(OC)cc2c1C
-2	CCOc1ccc2nc(SC3CC(=O)N(c4cccc(OC)c4)C3=O)sc2c1 (stereo not drawn)
1	COc1cc(/C(C#N)=C/c2ccccc2)c([N+](=O)[O-])cc1OC
-2	CCn1c(SCC(=O)NN=Cc2cc(OC)ccc2OC)nnc1-c1ccc(OC)cc1
-1	CCc1ccc(OCc2nnc(SCCN3CCOCC3)n2CC)cc1
-2	Cc1ccccc1NC(=S)N1CCC(NC(=O)c2ccco2)CC1

Three of the compounds above, field by field:
> CCN(CC(=O)Nc1cc(Cl)ccc1C)C(=O)c1oc2ccc(OC)cc2c1C
  TbREL1 primary: -4
> Cc1ccccc1NC(=S)N1CCC(NC(=O)c2ccco2)CC1
  TbREL1 primary: -2
> CCOc1ccc2nc(SC3CC(=O)N(c4cccc(OC)c4)C3=O)sc2c1 (stereo not drawn)
  TbREL1 primary: -2

New compounds follow.
TbREL1 primary	Compound
0	O=C(CCN1C(=O)C2C3CCC(C3)C2C1=O)Nc1ccccc1Cl (stereo not drawn)
2	O=C(Nc1ccc2nn(-c3ccc(F)cc3)nc2c1)c1cccnc1
-3	C=CC(COCc1ccccc1)N(CC(=O)OC)S(=O)(=O)c1cc(Br)ccc1OC (stereo not drawn)
0	O=c1cnnc(SCCc2ccccc2)[nH]1
-1	FC(F)(F)c1ccncc1-c1nnc(C2CCCCC2)o1
10	COC(=O)c1sccc1NC(=O)c1cc2c(s1)CCCC2
-2	Cc1ccc(S(=O)(=O)NC2=NCN(Cc3ccccc3)CN2)cc1
-4	C=CCNC(=S)N/N=C/c1cn(-c2ccccc2)nc1-c1ccc(OC)cc1
0	O=C(NCc1cccc(Cl)c1)c1cc(=O)[nH]c2ccccc12
0	COc1ccc(C(=O)NNC(=O)C(NC(=O)c2cc(OC)cc(OC)c2)C(C)C)cc1 (stereo not drawn)
-1	Fc1cnc(N2CCOCC2)nc1NCc1ccccc1
-2	CCN(CC)S(=O)(=O)c1cc(Br)c(C)cc1OC
0	CCOC(=O)c1c2ccccc2[n+]([O-])n1[C@@H](C)C(N)=O
2	O=C(Cn1nnc(-c2ccc(Cl)cc2)n1)N1CCN(C(=O)c2ccco2)CC1
-1	COc1cc(NC(=O)C(OC(=O)CNC(=O)c2ccccc2)c2ccccc2)cc(C(F)(F)F)c1 (stereo not drawn)
5	O=C(Nc1ccc2ccccc2c1)c1cn(-c2ccccc2)nc1-c1cccs1
2	COc1cc(OC)cc(-c2c(-c3cccs3)c3cc(-c4cnc(N)nc4)ccc3n2C)c1
7	COc1ccc(-c2cc(-c3nnc(SCC(=O)Nc4ccc(-c5nc6ccc(C)cc6s5)cc4)n3N)[nH]n2)cc1
3	CN(Cc1ccc(Cl)cc1Cl)C(=O)CCNC(=O)c1ccco1
9	Cc1[nH]c2ccccc2c1C(=O)CSc1nc2cc(S(=O)(=O)N3CCCCC3)ccc2o1
0	COc1ccc(N2C(=O)c3ccccc3NC2c2ccc(OC)c(COc3ccccn3)c2)cc1 (stereo not drawn)
2	CCOC(=O)c1[nH]c(C)c(C(=O)NCc2ccco2)c1C
-4	O=C(NCc1cccs1)C1CCN(S(=O)(=O)c2cccc3cccnc23)CC1
-1	Cn1c(-c2ccc(Br)o2)nc2ccccc21
0	CCOC(=O)C1=C(C)N(CCCCCC(=O)O)C(=O)NC1c1ccccc1OC(=O)c1cccs1 (stereo not drawn)
-3	CCn1c(O)c(/C=N/N=C2CCCC2)c2ccc(C3=NNC(=O)CC3)cc21
1	COc1ccc2c(c1OC)C(=O)OC2C/C(=N\NC(N)=O)c1ccccc1 (stereo not drawn)
-1	COc1cc(OC)cc(C(=O)Nc2cccc(C(C)=O)c2)c1
-5	CN(C)C(CNC(=O)C1CCN(C(=O)/C=C/c2ccccc2)CC1)c1ccccc1 (stereo not drawn)
7	CC(C)c1ccc(C(=O)N/N=C/c2cccc(Cl)c2Cl)cc1
1	CSc1ccccc1C(=O)NC1CCCCC1
0	Cc1ccc(Cn2cc(CN3CC(N4CCN(CCN(C)C)CC4)CS3(=O)=O)nn2)cc1 (stereo not drawn)
1	O=C(O)c1ccc(COc2ccc3c4c(c(=O)oc3c2)CCC4)o1
6	CCCOc1cccc(C(=O)NCCNC(=O)c2cnccn2)c1
-2	COc1ccc(C(=O)OCC(=O)NC(Cc2ccccc2)C(C)=O)cc1S(=O)(=O)N1CCCC1 (stereo not drawn)
6	Cc1ccccc1Cn1nnc(-c2ccc(C(=O)O)cc2)n1
6	COc1ccc(NC(=O)CSc2nc3c(c(=O)n2-c2ccccc2)SCC3)c(OC)c1
-2	Cc1ccc(C[n+]2ccccc2)cc1
0	CSC1=NC(C(Cl)(Cl)Cl)N=C(c2ccccc2)N1 (stereo not drawn)
1	NC(=O)CC(NC(=O)c1ccc(Br)cc1)c1ccc(NC2CCCCCCC2)c([N+](=O)[O-])c1 (stereo not drawn)
0	Cc1cccc(C2CC(c3ccc(Cl)cc3)Nc3nc(N)nn32)c1 (stereo not drawn)
2	Cn1cc(CCC(=O)N2CCCC(CCC(=O)NCc3ccccc3F)C2)cn1 (stereo not drawn)
9	CCCCCCCCN1C(=O)[C@@H](CC(=O)N2CCC(c3ccccc3)CC2)C[C@@]2(C(=O)OC)C1=C[C@H](C(C)C)O[C@@H]2C1CC1
-1	Cc1cc(C)cc(OCC(=O)N2Cc3ccccc3CC2C(=O)O)c1 (stereo not drawn)
-1	CC1(C(=O)Nc2ccc(F)c(Cl)c2)Cc2c(-c3ccc(C(N)=O)cc3)ccnc2O1 (stereo not drawn)
1	O=c1c(Cl)c(NCc2ccccc2)cnn1C12CC3CC(CC(C3)C1)C2
-6	COc1cc(-c2n[nH]c(=S)n2/N=C/c2cccn2C)cc(OC)c1OC
0	COc1ccc(-n2nc(C(=O)NCC(=O)Nc3cccc(C)n3)c3ccccc3c2=O)cc1
0	Cc1onc(-c2ccccc2)c1C(=O)Nc1ccc(Br)cc1Cl
6	O=C(CCNS(=O)(=O)c1ccc(Br)cc1)NCC1CCCO1 (stereo not drawn)
1	CC(C)(O)C#Cc1ccc(CNC[C@H]2O[C@@H](n3cnc4c(=O)[nH]c(N)nc43)[C@H](O)[C@@H]2O)s1
2	CNC(=O)c1cc2cc(OC)ccc2n1CCN(C)C
1	COc1ccc(C(CNC(=O)c2cc(S(=O)(=O)NCc3ccccc3)ccc2C)N2CCOCC2)cc1 (stereo not drawn)
0	CC(C)CNS(=O)(=O)c1ccc(CCC(=O)NCc2cccnc2)cc1
-4	COc1ccccc1/C=N/Nc1nc(C)c(C(C)=O)s1
0	CCOc1cccc(C(=O)Nc2cccc(C(C)=O)c2)c1

Continuation:
TbREL1 primary	Compound
-3	C=CC[C@@H](CC(=O)NCCO)C(=O)N[C@H](C)COC(=O)[C@@H](CC=C)CC(=O)OC(C)(C)C
0	Cc1cccn2c(=O)c3cc(C(N)=S)c(=N)n(CCCN4CCOCC4)c3nc12
-5	COc1ccc(N2C(c3cc(OC)cc(OC)c3)=Cc3ccccc3C2CC(C)=O)cc1 (stereo not drawn)
4	CN(Cc1nc2ccccc2c(=O)[nH]1)C(=O)c1ccc(S(=O)(=O)N(C)C)cc1
-2	O=C1c2ccccc2CC1Sc1nnc(-c2ccncc2)o1 (stereo not drawn)
-1	Cc1cc(C(=O)N2CCN(c3cccc(Cl)c3)CC2)c(C)o1
0	CC1=NN(c2ccccc2)C(=O)C1C=Nc1ccc(N(C)C)cc1 (stereo not drawn)
1	C=CCNC(=O)C1CC2Cn3c(nc4cc(C)c(C)cc43)C2N1C (stereo not drawn)
1	C[C@H](CO)N1C[C@H](C)[C@@H](CN(C)C)OCc2cnnn2CCCC1=O
1	CC(=O)NC(c1ccccc1)c1nc(-c2cccs2)cs1 (stereo not drawn)
-1	O=C(CSc1nc(=O)n(CCCN2CCOCC2)c2c1CCCC2)Nc1ccccc1Cl
-6	CCNC(=S)Nc1ccc(Cc2ccncc2)cc1
3	O=C1CCC(=O)N1c1ccc(NCCc2ccccc2F)c([N+](=O)[O-])c1
-2	O=C(NC(c1ccccc1)c1cnccn1)C1CCN(CCCOc2ccccc2)CC1 (stereo not drawn)
-1	CN(C)S(=O)(=O)c1ccc(C(=O)Nc2nc(-c3cccs3)cs2)cc1
-1	CC(C)NC(=O)N(C)C[C@@H]1OCc2cn(nn2)CCCC(=O)N([C@H](C)CO)C[C@H]1C

An excerpt of these results, in CSV form.
SMILES,TbREL1 primary
CC(=O)NC(c1ccccc1)c1nc(-c2cccs2)cs1 (stereo not drawn),1
O=C(CSc1nc(=O)n(CCCN2CCOCC2)c2c1CCCC2)Nc1ccccc1Cl,-1
CCNC(=S)Nc1ccc(Cc2ccncc2)cc1,-6
O=C1CCC(=O)N1c1ccc(NCCc2ccccc2F)c([N+](=O)[O-])c1,3

(listing goes on)
TbREL1 primary	Compound
5	Cc1ccc2oc(-c3cccc(NC(=O)Cc4cccs4)c3)nc2c1
-2	COc1ccc(CN(C)CC2CCCN(CCc3ccccc3C)C2)cc1O (stereo not drawn)
-2	CCc1cc(C(=O)OC)c(NC(=O)C2CC(=O)NN2Cc2ccccc2)s1 (stereo not drawn)
4	O=C(Nc1ccccc1Cl)NC1(C(=O)N2CCC(O)CC2)CCCCC1
-7	CCNC(=S)N(Cc1cc2cccc(C)c2[nH]c1=O)C1CCCC1
7	CC(C)C(NC(=O)C(Cc1ccccc1)NC(=O)OCc1ccccc1)C(=O)O (stereo not drawn)
3	CS(=O)(=O)Nc1ccc(Cc2ccc(NS(C)(=O)=O)cc2)cc1
-8	Cc1nc2ncccn2c1-c1csc(Nc2ccc(N(C)C)cc2)n1
0	CCCC(C)NC(=O)COC(=O)c1cc(Br)c(Br)s1 (stereo not drawn)
-1	CCc1nc2ccc(C(=O)NCCCN3CCCC3=O)cn2c1N(C=O)CC
-2	CC(C)SC1=NC(C)(C)C=C(/C=C/c2ccc(Cl)cc2Cl)N1
5	Cc1ccc2c(c1)C(=O)C(=O)N2Cc1ccc(Br)cc1
-1	COC(=O)[C@]12CCCCC=C1N(Cc1ccccc1)C(=O)[C@H](CC(=O)NCCCCc1ccccc1)C2
1	CC(C)(C)C(=O)Cn1c(NCCCO)nc2ccccc21
5	Cc1ccc(OC(=O)c2ccc3nc(C)sc3c2)cc1
3	COC(=O)CCn1nnc(-c2ccc(C)cc2)n1
-3	COc1ccc(-c2sc(Nc3ccc(F)c(F)c3F)nc2CCC(=O)NN)cc1
-1	CCN1CCN(C(=O)CN(c2ccccc2C)S(C)(=O)=O)CC1
-2	Cc1ccc(N(C=NC#N)CC(=O)N2CCN(c3ccccc3)CC2)cc1
0	Cc1ccc(-c2cnc3cccnn23)cc1F
6	Nc1nc(SCC(=O)Nc2ccc(S(N)(=O)=O)cc2)n[nH]1
0	Cc1ccc(/C=C/C(=O)NCc2ccncc2)cc1
2	CSc1ccc(S(=O)(=O)NCc2ccc(Cl)cc2Cl)cc1
-4	O=C(Cc1c[nH]c2ccccc12)N1CCN(S(=O)(=O)c2ccc(Cl)cc2)CC1
4	CC(=O)c1ccc(N2CCN(C(=O)C3CCN(S(=O)(=O)c4cccs4)CC3)CC2)cc1
-1	CCN1C=C(Cc2ccccc2C)C2=C(C1)C(c1ccccc1C)C(C#N)=C(N)O2 (stereo not drawn)
2	Cc1cccc(CN(CC(=O)N/N=C/c2cccs2)S(=O)(=O)c2ccc(Cl)cc2)c1
-4	CC(C)=N/N=c1\scc(C)n1Cc1ccco1
0	Cc1noc(C)c1S(=O)(=O)N(C)C[C@H]1Oc2ccc(NC(=O)C3CCCCC3)cc2C(=O)N([C@H](C)CO)C[C@@H]1C
4	Cc1ccccc1NC(=S)N/N=C/C(C)c1ccccc1 (stereo not drawn)
1	COc1ccc(CN2C(=O)CC(C(=O)NCCc3ccc(S(N)(=O)=O)cc3)SC2=Nc2ccccc2)cc1 (stereo not drawn)
-1	CCOC(=O)C1=C(c2ccccc2)Nc2ncnn2C1c1ccc(C(=O)O)cc1 (stereo not drawn)
-2	CCCn1c(SCC(=O)Nc2sc(C)c(C)c2C(=O)OCC)nc2c1c(=O)n(C)c(=O)n2C
2	N#CC1=C(N)Oc2cc(O)ccc2C1c1cccs1 (stereo not drawn)
-2	COc1ccc(-c2c(C)oc3c(CN4CCN(CCO)CC4)c(O)ccc3c2=O)cc1OC
1	Cc1ccc(P(=O)(O)c2ccc(C)cc2)cc1
3	CCc1nc(Nc2cccc(OC)c2)c2oc3ccccc3c2n1
-4	COc1ccc(OC)c(C2CC(=O)c3c([nH]c(C(=O)OC(C)C)c3C)C2)c1 (stereo not drawn)
-1	COc1cc(OC)cc(-c2c(C#Cc3ccsc3)c3cc(-c4cccc5[nH]ccc45)ccc3n2C)c1
-1	Cc1noc(C)c1S(=O)(=O)N(C)C[C@H]1Oc2ccc(NC(=O)Cc3ccccc3)cc2C(=O)N([C@H](C)CO)C[C@@H]1C
0	CCOc1cc2[nH]c(=O)n(Cc3cccc(OC)c3)c(=O)c2cc1OCC
0	COc1ccc2cnn(-c3ccccc3)c(=O)c2c1OC
2	O=C(Cn1c(=O)c2cccn2c2ccccc21)NCCc1ccccc1
-1	COC(=O)C1=C(C(=O)c2ccc(C)cc2)C(c2ccccc2)n2nnnc2N1 (stereo not drawn)
5	CC(C)c1nc(N2CCN(C(=O)c3ccco3)CC2)c(C#N)c2c1COC(C)(C)C2
0	Cc1nc(CCNC(=O)C2CCC(=O)N(CCc3cccc(F)c3)C2)sc1C (stereo not drawn)
